Menin-MLL TR inh = inhibitors of human menin-MLL interaction, mutant MLL peptide; O00255; Menin + Texas Red MLL mutant peptide, fluorescence polarization; Potency, µM (titrated, usually from 61.6 µM), for the others: at the highest dose FP activity change, negative = inhibition, usual class: inhibitors; 0.23% of 270,000 active; AID 1768; active = well fitted inhibition curve with a large enough effect in the polarisation, with a control signal flat, not every such curve was filed as active; inconclusive = small, poorly fitted or top-dose-only effect, or effect the other way, or a change in a side signal; inactive = no such curve, though single readings can be large or run the other way; the % refers to the polarisation; note: potency is the fitted concentration of half-maximal effect; % of control where 0% means no effect; many of its hits are not listed in these tables
GALK inh = blocks human galactokinase activity | Purified GALK, Kinase-Glo residual ATP luminescence | Potency, µM (series often up to 57.5 µM), for the others: top-dose activity change, negative = inhibition, actives largely listed as inhibitors | 0.007% of 270,000 active | AID 1868; note: potency is the fitted concentration of half-maximal effect; % is set by controls: 0 for no effect and ±100 for the full control effect
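Luminescence from leftover ATP (Ultra-Glo luciferase/luciferin) served as read-out after a 1 h room-temperature reaction of 5 nM GALK with 35 uM ATP and 100 uM galactose.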
USP2a block = blocks human ubiquitin-specific protease USP2a; O75604; Potency, µM (top dose mostly 38.3 µM), without a hit: at the top dose activity change, negative = inhibition, hits mostly inhibitors; AID 463254; USP2 core, Ub-CHOP2 coupled fluorogenic reporter, 485/531; 0.01% of 330,000 active;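 note: potency is the fitted concentration of half-maximal effect; plate controls were DMSO wells for no effect and full inhibition by NEM control for full effect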
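Deubiquitinase activity read as fluorescence (485/531 nm) after Ub-CHOP2 cleavage activates the enterokinase reporter on its substrate; USP2 core 10nM, Ub-CHOP2 and substrate 25nM each, 30min compound preincubation then 60min RT; data normalized to NEM, curves fitted.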
Giardia killer = kills Giardia lamblia. Giardia lamblia trophozoite viability. activity change, % at 7.66 µM, hits read low. 0.15% of 340,000 active; in the data active = activity change below about -80%; inconclusive = between about -30% and that limit;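 note: parasites exposed to compound for two days anaerobically before the ATP read; % is set by controls: 0 for no effect and ±100 for the full control effect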
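Anaerobic 48 hrs incubation at 37 deg C of 100 trophozoites/well with test compounds; ATPLite 1-Step luminescence, 15-30 min RT, reports cellular ATP as viability.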
PKM2 act = activators of human pyruvate kinase M2 | 0.34% of 260,000 active | Potency, µM (titrated, usually from 57.5 µM), without a hit: at the highest dose activation, most hits filed as activators | AID 1631 | P14618 | purified PKM2, Kinase-Glo ATP luminescence, activation; response scale: 0% is enzyme alone, no compound; note: potency is the fitted concentration of half-maximal effect; % is set by controls: 0 for no effect and ±100 for the full control effect; nearly all actives have a fitted effect of over 55% in size
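Purified hPK-M2 (>95% pure) converted ADP (0.1 mM final) to ATP with 0.5 mM PEP in 50 mM imidazole pH7.2, KCl, MgCl2, Tween 20, BSA; 1 h at room temperature. ATP detected by Kinase-Glo luminescence.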
FBPA coupling cs = inhibits coupling enzyme system, counter-screen for aldolase hits | coupling enzyme system counterscreen, AmpLite Red fluorescence | activity change, negative = inhibition, % at 58.2 µM, hits read low | 0.67% of 290,000 active | AID 2472; in the data active = activity change below about -30%; note: % is set by controls: 0 for no effect and ±100 for the full control effect
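Counterscreen lacking aldolase: glyceraldehyde-3-phosphate coupling-enzyme reagent preincubated 10 min at RT with compound (at 57.5 uM final), then substrate/coupling system with AmpLite Red added; fluorescence read at 525/598 nm after 20 min RT.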
TRPV1 ag = activates the human vanilloid receptor TRPV1. Q8NER1. 0.19% of 320,000 active. activation, % at 8.33 µM. TRPV1-expressing cells, Fluo-8 calcium influx, agonist mode; in the data active = activation above about 80%; inconclusive = between about 30% and that limit; note: 0% is about no effect
Target sequence (Q8NER1 whole entry, looked up): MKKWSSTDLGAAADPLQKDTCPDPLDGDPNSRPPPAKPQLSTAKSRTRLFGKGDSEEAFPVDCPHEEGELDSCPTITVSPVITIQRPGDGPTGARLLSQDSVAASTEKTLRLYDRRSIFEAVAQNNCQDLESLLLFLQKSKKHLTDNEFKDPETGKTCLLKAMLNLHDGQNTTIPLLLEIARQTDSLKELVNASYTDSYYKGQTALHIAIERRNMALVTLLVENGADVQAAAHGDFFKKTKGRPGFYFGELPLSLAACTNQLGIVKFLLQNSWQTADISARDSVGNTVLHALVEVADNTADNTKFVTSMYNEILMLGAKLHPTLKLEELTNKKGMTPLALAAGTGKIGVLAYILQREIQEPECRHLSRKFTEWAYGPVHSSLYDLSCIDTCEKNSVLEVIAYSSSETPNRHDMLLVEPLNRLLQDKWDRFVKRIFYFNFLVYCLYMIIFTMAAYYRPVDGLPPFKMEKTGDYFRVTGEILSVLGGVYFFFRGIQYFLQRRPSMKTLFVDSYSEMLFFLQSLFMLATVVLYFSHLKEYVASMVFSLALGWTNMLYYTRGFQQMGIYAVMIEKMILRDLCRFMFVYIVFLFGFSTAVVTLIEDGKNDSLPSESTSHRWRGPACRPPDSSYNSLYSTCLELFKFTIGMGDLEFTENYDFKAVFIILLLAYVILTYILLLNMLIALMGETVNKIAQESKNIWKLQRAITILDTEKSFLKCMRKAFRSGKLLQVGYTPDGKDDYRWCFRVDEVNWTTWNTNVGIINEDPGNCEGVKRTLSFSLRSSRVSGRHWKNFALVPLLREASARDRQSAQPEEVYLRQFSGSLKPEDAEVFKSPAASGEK
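Fluo-8 calcium influx in TRPV1-expressing cells, kinetic read (ex 480/em 520 nm). Compound added and read 3 min for agonist activity, followed by capsaicin at EC20 final and 2 min further read for enhancement.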
KCNH2 3.1 inh = inhibitors of human KCNH2 3.1 potassium channel isoform; U2OS KCNH2 3.1, thallium flux FluxOr; active compounds read low; activity change, % (tested at about 1.8 µM); 0.95% of 340,000 active;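 active = maximum activity change below -70%; inconclusive = maximum activity change from -70% to -50%; inactive = maximum activity change above -50%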;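 note: thallium influx rate constant from kinetic fluorescence after stimulation buffer; % is set by controls: 0 for no effect and ±100 for the full control effect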
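Thallium flux via FluxOr fluorescence (Red40 quencher, 45 min loading) in U2OS cells virally expressing the KCNH2 3.1 isoform (1.77 x 10^8 /mL virus, overnight at 37 C). Rate constants from 2-min kinetic reads post-stimulation, normalised to positive and negative controls.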
MLL CXXC-DNA inh = inhibitors of human MLL CXXC domain-DNA interaction; Potency, µM (series often up to 115 µM), without a hit: at the top dose activity change, negative = inhibition, most hits filed as inhibitors; Q03164; 0.037% of 290,000 active; MLL-CXXC / FITC-HOXA9 DNA fluorescence polarization; active = well fitted inhibition curve with a large enough effect in the polarisation, with a control signal flat, not every such curve was filed as active; inconclusive = small, poorly fitted or top-dose-only effect, or effect the other way, or a change in a side signal; inactive = no such curve, though single readings can be large or run the other way; the % refers to the polarisation; note: potency is the fitted concentration of half-maximal effect
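Steps: dispense CXXC domain solution (7 uM) → pin compounds or unlabeled HOX-A9 DNA control → 5 min ambient → add FLSN-HOX-A9 solution (50 nM) → spin → 30 min ambient → fluorescence polarization. Tris pH 7.5/NaCl/DTT/BSA buffer.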
B2AR arrestin = beta2AR (human) beta-arrestin recruitment activity | 0.02% of 330,000 active | P07550 | beta-arrestin recruitment to beta2AR, cell-based reporter | Potency, µM (titrated, usually from 46.1 µM), for the others: at the top dose activation, actives largely listed as activators;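 note: potency is the fitted concentration of half-maximal effect; 0% = DMSO controls and full agonism = EC100 isoproterenol or metaproterenol; nearly all actives have a fitted effect of over 65% in size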
hERG WT inh = inhibitors of human wildtype KCNH2 potassium channel. Q12809. U2OS, BacMam KCNH2, thallium flux FluxOr; active compounds read low. activity change, % at 1.84 µM. 0.37% of 340,000 active;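 active = maximum activity change below -70%; inconclusive = maximum activity change between -70% and -50%; inactive = maximum activity change above -50%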; note: % is set by controls: 0 for no effect and ±100 for the full control effect
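U2OS cells were transduced with wild-type KCNH2 virus (2.03 x 10^8 / mL) for 4 h at room temperature, then cultured overnight at 37 C. Thallium flux was read with FluxOr dye. Rate constants were normalized to DMSO controls.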
* hit, by the source's call; ? = inconclusive; / = no result given; [ ] = dose if it differs, or a comment. Unless noted, calls come from the whole dose curve; as a rule, active = well fitted curve in the direction sought with a large enough effect; inconclusive = small, poorly fitted or top-dose-only effect, or another doubt; inactive = no such curve, though single readings can be large; an effect the other way counts as inactive or inconclusive. Some of the compounds tested; count on the stated rates, not on these rows.

SMILES | Menin-MLL TR inh | GALK inh | USP2a block | Giardia killer | PKM2 act | FBPA coupling cs | TRPV1 ag | KCNH2 3.1 inh | MLL CXXC-DNA inh | B2AR arrestin | hERG WT inh
COc1ccc(CN(C(=O)c2ccc(C)cc2)C2CCS(=O)(=O)C2)cc1 (stereo unspecified) | 2% | 6% | 0% | 0 | 9%[0.46 µM] | 2 | -2 | 3 | -8% | -0.8% | -15
CCOC(=O)CSc1nnc(CNC(=O)c2ccc(OC)cc2OC)n1-c1ccc(OC)cc1 | -14% | 1% | 2% | -1 | 2% | 5 | 0 | -3 | 9% | 0.0% | 8
Cc1nn(-c2ccccc2)c(Cl)c1C(=O)NCC(C)C | -8% | 0% | 5% | 8 | -6% | 1 | 4 | -1 | -11% | -0.2% | 2
O=C(Nc1ncccc1Cl)c1cccc(F)c1 | 0% | 1% | ? | 14 | -3% | 4 | -1 | 18 | -4% | -0.5% | 3
O=C(O)c1ccccc1SSc1ccccc1C(=O)O | -11% | -3% | -1% | 12 | / | -1 | 1 | 8 | 18% | 0.2% | 2
CN(c1cccc(NC(=O)CN2C(=O)c3ccccc3S2(=O)=O)c1)S(C)(=O)=O | 1% | -1% | -1% | 6 | -4% | 1 | -3 | -3 | 2% | -0.2% | 16
CCCc1cc(C(=O)OCC(=O)N(CCC)c2c(N)n(Cc3ccccc3)c(=O)[nH]c2=O)sc1C | / | / | -1% | -11 | / | / | 0 | 5 | / | 0.4% | 14
COc1ccccc1C(=O)NC(=O)COC(=O)CNC(=O)c1ccccc1 | / | / | 0% | 6 | / | / | 0 | -2 | / | -0.2% | 1
CSc1ccccc1NC(=O)CO/N=C(\C)c1cc2ccccc2o1 | -15% | -2% | -8% | 2 | -7% | -6 | 21 | 2 | 8% | 0.9% | 2
N/C(=N/O)c1cccn1Cc1ccccc1[N+](=O)[O-] | 15% | -1% | 2% | -2 | 0% | 2 | 1 | 6 | 7% | -0.7% | -4
Cc1ccc(NC(=O)COC(=O)COc2cccc3c2OC(C)(C)C3)cc1C | -5% | -3% | 3% | 12 | -10% | 0 | 6 | -1 | -19% | -0.9% | 7
Cc1c(NC(=O)c2ccc(Cl)c([N+](=O)[O-])c2)cccc1-n1cnnn1 | / | / | 0% | 9 | / | / | / | -31 | / | 0.3% | 14
Cc1ccc(NC(=O)CCn2cnc3ccccc3c2=O)cc1Cl | 9% | 0% | 1% | 1 | 0% | 2 | 3 | 0 | 1% | -0.3% | -20
Cc1ccccc1SC1CCN(C(=O)C2CCC(=O)N(C3CC3)C2)CC1 (stereo unspecified) | / | -3% | 3% | -9 | / | / | -1 | 11 | 8% | 0.0% | -2
CC1CCN(CCCNC(=O)C2CCC(CNS(=O)(=O)c3ccccc3)CC2)CC1 (stereo unspecified) | / | -1% | 1% | -4 | / | / | -1 | -7 | 8% | -0.9% | 10
Cc1ccc(Nc2nc3ccccc3n3cnnc23)c(Cl)c1 | 8% | 1% | 4% | 3 | / | 2 | 2 | 6 | 2% | 0.1% | 7
O=C(O)C1(P(=O)(c2ccccc2)c2ccccc2)CCC1 | 0% | 2% | 0% | -10 | -2% | 0 | 1 | 4 | -4% | 0.5% | 5
CCN(CC)CCCn1c2c(c(SCC(=O)Nc3ccc(OC(F)(F)F)cc3)nc1=O)CCC2 | / | / | 0% | 1 | / | / | 5 | -30 | / | -0.1% | 23
CCCNC(=O)c1ccc(S(=O)(=O)c2ccc(OC)cc2)c([N+](=O)[O-])c1 | 29% | 0% | 6% | -5 | / | 1 | 7 | 8 | 7% | -0.2% | 0
Cc1ccc(-c2csc(N/N=C/c3ccco3)n2)c(C)c1 | ? | 0% | 3% | 2 | -1% | 2 | 0 | 5 | 4% | 0.0% | 1
CC(NC(=O)CN1CCCC1)c1ccccc1 (stereo unspecified) | -1% | 3% | 3% | -6 | 1% | 0 | -3 | -31 | -9% | 0.2% | 1
CCCn1nc(NC(=O)C(C)(C)C)c2cc3cc(OC)ccc3nc21 | 2% | -1% | 1% | 12 | / | 0 | ? | 5 | -1% | -0.4% | 1
CN1C(=O)/C(=C/c2ccccc2F)Sc2ccc(C(=O)NCC3CCCO3)cc21 (stereo unspecified) | 3% | 1% | -1% | -19 | / | -3 | 28 | -8 | 7% | -0.5% | 2
O=C(Nc1ccc(Cl)cn1)Nc1ccc(Cl)cn1 | 0% | 12% | 0% | -1 | -5% | 2 | -10 | 10 | 11% | 0.0% | 5
Cc1cc(C)nc(NC(=O)CCN2C(=O)c3ccccc3S2(=O)=O)n1 | / | / | -8% | -16 | / | / | 1 | -2 | / | 0.1% | 3
Cc1cc(Nc2ccccc2)nn1C(=O)c1ccc(Cl)cc1 | -1% | 0% | 2% | -10 | 0% | 0 | 4 | 28 | -5% | 0.0% | -5
COc1ccc2cc3cc(C(=O)N4CCCCCC4)oc3nc2c1 | -15% | 9% | 1% | -20 | -19% | -1 | 12 | 2 | 4% | 0.5% | 3
CN1CCN(S(=O)(=O)c2ccc(NN)nc2)CC1 | / | / | 2% | -7 | / | / | 2 | 17 | / | 0.3% | -27
Cc1nc2cc(C(=O)O)ccc2s1 | -7% | 0% | -2% | -13 | -4% | 3 | -1 | -5 | -7% | 0.1% | -5
CC(C)Cn1c(-c2cccnc2)nc2c1c(=O)[nH]c(=O)n2CC(C)C | -9% | 11% | 1% | 1 | / | 0 | 2 | 1 | 5% | 0.2% | 5
Cc1cccc(NC(=O)c2cc(S(=O)(=O)N3CCCCC3)c[nH]2)c1C | -9% | / | 6% | 6 | 8% | 0 | -4 | 2 | 7% | -0.5% | -30
COc1cccc2sc(NNC(=O)C3=COCCO3)nc12 | 1% | 5% | -1% | -17 | -6% | -1 | 2 | -6 | 33%[activator] | -0.2% | -2
CC(C)(C)CC(=O)Nc1ccccc1N1CCN(c2ccc(F)cc2)CC1 | 2% | -3% | 4% | 11 | -8% | -1 | 21 | -21 | -4% | 0.3% | 8
Cc1ccc(CSC2=NCCN2C(=O)C2CC2)cc1 | 11% | -5% | 1% | 16 | 0% | 7 | 0 | -1 | -2% | -0.2% | -10
C(=N\n1cnnc1)/c1ccc(-c2ccccc2)cc1 | 7% | 0% | 3% | 9 | 3% | -1 | -1 | -16 | -6% | -1.5% | 2
NC(=O)CC(NC(=O)c1ccccc1)c1ccc(NC2CCN(Cc3ccccc3)CC2)c([N+](=O)[O-])c1 (stereo unspecified) | 8% | / | -2% | -1 | 3% | 2 | -4 | 2 | 5% | -1.0% | -6
N/C(=N\OC(=O)Cc1cccs1)c1ccc([N+](=O)[O-])cc1 | 8% | 1% | 0% | -2 | 6% | 1 | 3 | 2 | 5% | -0.6% | -7
O=C1c2cccc(OCC(=O)N3CCCc4ccccc43)c2CCN1Cc1ccc(F)cc1 | -12% | 2% | 1% | -4 | -3% | -2 | 5 | -6 | 16% | 0.5% | 30
CCC1C(=O)NCCN1C(=O)c1ccc2nc(Cc3ccc(OC)cc3)oc2c1 (stereo unspecified) | ? | 0% | 1% | -19 | 0% | -2 | 4 | -4 | -11% | 0.0% | 0
Cc1ccc(-n2ccnc(SCC(=O)NCCc3ccccc3)c2=O)cc1F | / | / | -1% | ? | / | / | 4 | 10 | / | -0.4% | 0
CCOc1ccc2c(c1)C(C)=CC(C)(C)N2C(=O)Nc1ccccc1 | -1% | 2% | 0% | 23 | 22% | -27 | 17 | 3 | 0% | 11% | 8
CCOc1ccc(-n2cc(C(=O)Nc3ccc(Cl)cn3)c3cc(OC)c(OC)cc3c2=O)cc1 | -11% | 0% | -5% | -3 | -5% | 1 | -2 | 1 | 5% | 0.0% | -1
CCCCN(CC)CCNC(=O)c1[nH]c(C)c(C(C)=O)c1C | -2% | -1% | 1% | 9 | -11% | 4 | -4 | -15 | 5% | -0.3% | 2
Cc1nn(C)c(C(=O)N/N=C/c2ccc(C(F)(F)F)cc2)c1[N+](=O)[O-] | -4% | -2% | 1% | 0 | 1% | 2 | ? | -20 | 3% | 0.1% | -19
CN(C)/C=N/c1ncc(C(=O)c2ccc(Cl)cc2Cl)s1 | 26% | 6% | -7% | -5 | -12% | -6 | ? | 9 | 0% | -0.3% | -34
O=C(Oc1ccc2c(=O)c(Cl)coc2c1)c1ccncc1 | -4% | 6% | 0% | 7 | 24% | 2 | -5 | 2 | 7% | -0.2% | -5
CCCCOC(=O)Nc1ccccc1C(N)=O | -1% | 0% | 2% | 6 | 0% | 2 | 0 | 2 | -9% | -0.5% | -6
Cc1nn(-c2ccccc2)c(C)c1/C=N/NC(=O)c1ccccc1O | 21% | 2% | 0% | 11 | / | -2 | 6 | 5 | 17% | -0.3% | -8

Compound activity: PubChem BioAssay, National Center for Advancing Translational Sciences (NCATS)
